DT40 TDP1 no CPT: qHTS for Inhibitors of human tyrosyl-DNA phosphodiesterase 1 (TDP1): qHTS in cells in absence of CPT; DT40 Tdp1-/- hTDP1 cells, no CPT, ATP luminescence, 48 h; Potency, µM (titrated, usually from 46.2 µM), inactives show at the top dose activity change, negative = growth inhibition, hits mostly inhibitors; hit rate 15% among 420,000; AID 686978, 2013; also: nearly all actives have a fitted effect of over 55% in size
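A cellular qHTS used chicken DT40 cells lacking endogenous Tdp1 but carrying stably transfected human TDP1. Compounds were applied without camptothecin, and cell growth kinetics were judged by ATP-dependent luminescence after ≥48 hr.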
TDP1 cell CPT: DT40-hTDP1 cell growth loss with CPT. AID 686979. hit rate 12% among 420,000. Potency, µM (highest dose often 46.2 µM), inactives show at the highest dose activity change, negative = growth inhibition, usual class: inhibitors. chicken DT40 Tdp1-/-;hTDP1 cells + 20 nM CPT, ATP luminescence, 48 h; also: nearly all actives have a fitted effect of over 55% in size
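Chicken DT40 Tdp1-/- cells complemented with human TDP1, 400 cells/well, exposed to compounds plus 20 nM camptothecin for at least 48 h at 37 C; viability read as ATP content by CellTiter-Glo luminescence.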
KAT2A inh: GCN5L2 (KAT2A) acetyltransferase inhibition; GCN5L2 HAT assay, ThioGlo1 CoA-SH fluorescence; AID 504327; Q92830; hit rate 0.21% among 390,000; Potency, µM (top dose mostly 58.9 µM), without a hit: at the top dose activity change, negative = inhibition, actives largely listed as inhibitors
Target sequence (Q92830 whole entry, looked up): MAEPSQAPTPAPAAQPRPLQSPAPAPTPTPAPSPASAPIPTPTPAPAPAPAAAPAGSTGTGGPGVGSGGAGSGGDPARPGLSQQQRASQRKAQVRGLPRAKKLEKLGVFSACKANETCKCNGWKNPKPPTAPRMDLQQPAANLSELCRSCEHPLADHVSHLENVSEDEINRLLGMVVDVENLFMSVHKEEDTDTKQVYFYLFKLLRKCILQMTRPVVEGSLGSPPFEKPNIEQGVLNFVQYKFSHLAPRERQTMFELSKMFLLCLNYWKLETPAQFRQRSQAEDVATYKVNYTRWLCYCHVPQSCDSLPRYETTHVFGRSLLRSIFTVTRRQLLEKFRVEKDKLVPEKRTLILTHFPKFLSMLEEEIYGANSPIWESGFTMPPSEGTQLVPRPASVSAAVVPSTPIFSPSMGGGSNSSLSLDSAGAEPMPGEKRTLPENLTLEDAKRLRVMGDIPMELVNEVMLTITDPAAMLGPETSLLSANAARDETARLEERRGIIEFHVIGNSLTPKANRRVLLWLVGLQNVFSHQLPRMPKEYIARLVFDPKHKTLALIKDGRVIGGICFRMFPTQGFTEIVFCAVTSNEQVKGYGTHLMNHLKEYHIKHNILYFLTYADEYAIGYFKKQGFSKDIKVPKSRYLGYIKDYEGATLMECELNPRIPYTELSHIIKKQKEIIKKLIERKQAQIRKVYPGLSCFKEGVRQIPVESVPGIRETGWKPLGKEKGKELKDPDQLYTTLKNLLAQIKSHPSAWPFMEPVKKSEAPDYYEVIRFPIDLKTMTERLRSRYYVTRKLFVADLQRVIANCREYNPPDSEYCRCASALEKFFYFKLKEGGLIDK
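Compounds, pin-transferred from DMSO stocks, meet 20nM GCN5L2 for 15 min before the reaction begins with H3(1-25) peptide (75uM) and acetyl-CoA (70uM). Thiol-reactive ThioGlo1 reports CoA release over 20 min at room temperature.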
The depositor's hits bear a star; ? = inconclusive; nt = not tested or not shown; & = joins results of further samples. Calls follow the shape of the dose curve; as a rule, active = well fitted curve in the direction sought with a large enough effect; inconclusive = small, poorly fitted or top-dose-only effect, or another doubt; inactive = no such curve, though single readings can be large; an effect the other way counts as inactive or inconclusive. % is scaled to controls: 0 for no effect and ±100 for the full control effect; potency is read from the fitted curve at half-maximal effect.

No. | smiles | DT40 TDP1 no CPT | TDP1 cell CPT | KAT2A inh
1 | Cc1ccc(CNC(=O)CN(c2ccc(C(C)C)cc2)S(=O)(=O)c2c(C)noc2C)cc1 | ? | -24% | -4%
2 | Nc1nc2ccccc2cc1S(=O)(=O)c1ccccc1 | -24% | -8% | -5%
3 | COc1cc(OC)cc(C(=O)Nc2cc(-c3cn4cccnc4n3)ccc2C)c1 | -21% | -9% | -24%
4 | Cc1cccc(Nc2nn3c(=O)c4ccccc4nc3s2)c1 | -9% | -3% | -5%
5 | Cn1c2ccccc2c(=O)c2ccc(-c3ccc4c(c3)OCO4)cc21 | 13µM* | ? | -10%
6 | CCC(=O)N1CCc2cc(S(=O)(=O)CCC(=O)NCCc3ccc(S(N)(=O)=O)cc3)ccc21 | 15% | 3% | -6%
7 | FC(F)Oc1ccccc1NC(=S)NCCc1ccccc1 | ? | -5% | nt
8 | COc1cc(/C=N/NC(N)=S)ccc1OCc1ccc(C)cc1 | 10µM* | 5.2µM* | 0%
9 | O=C(C[N+]1(CCO)CCOCC1)c1cccs1 | 1% | 2% | nt
10 | O=C(c1cc2cc(F)ccc2[nH]1)N1CCN(c2cccc(Cl)c2)CC1 | -18% | 8% | -1%
11 | O=C(c1ccccc1)N1N=C(c2ccccc2O)CC1c1ccc(Br)cc1 (centres undefined) | ? | ? | 18%
12 | CC1=NN(c2ccccc2)C(=O)C1C(=O)C(=O)Nc1ccc(F)cc1 (centres undefined) | ? | ? | -5%

Additional entries follow:
No. | smiles | DT40 TDP1 no CPT | TDP1 cell CPT | KAT2A inh
13 | O=C(c1ccc(OC2CCN(C/C=C/c3ccccc3)CC2)cc1)N1CCCCC1 | ? | ? | -2%
14 | O=C(Nc1nc(-c2ccccc2)cs1)c1cccc([N+](=O)[O-])c1 | ? | ? | 0%
15 | O=C(NCC1CCCO1)/C(=C\c1ccc(Cl)cc1)NC(=O)c1ccccc1 (centres undefined) | -10% | 2% | -17%
16 | Cc1ccc(Cn2c(SCCN3CCCCC3)nc3c2c(=O)[nH]c(=O)n3C)cc1 | ? | -22% | 7%
17 | Cc1cccc(-n2c(N)c(C(=O)N3CCN(C)CC3)sc2=S)c1 | ? | ? | -21%
18 | CN(CC(=O)Nc1ccc(Cl)cc1)C(=O)CCc1ccccc1 | 3% | -8% | -3%
19 | CCCCNC(=O)C1(C)CCCCCN1Cc1cccc2c(OC)cc(C(=O)OCC)cc12 (centres undefined) | 13µM* | ? | nt
20 | CCCC(=O)N1CC2(C)CN(C(=O)CCC)CC(CCC)(C1)C2=O | 7% | 2% | nt
21 | Cc1nc(SCC(=O)NC2CCCCC2C)nc(C)c1C (centres undefined) | -25% | -30% | -5%
22 | CCNS(=O)(=O)c1ccc(CCC(=O)Nc2ccccc2)cc1 | -17% | -5% | -3%
23 | COc1ccc(N=Cc2c(O)n(-c3ccc(OC)cc3)c(=O)c3ccccc23)cc1 | -40% | -28% | -2%
24 | Cc1cc(C)n2nc(C(=O)N3CCCC(N4CCN(c5ccccc5C)CC4)C3)cc2n1 (centres undefined) | ? | ? | ?

Further results follow.
No. | smiles | DT40 TDP1 no CPT | TDP1 cell CPT | KAT2A inh
25 | COC(=O)c1cc(NC(=O)CN(c2cccc(OC)c2)S(=O)(=O)c2ccccc2)ccc1Cl | 16µM* | ? | -7%
26 | O=C(N/N=C/c1ccc([N+](=O)[O-])cc1)c1c[nH]c2ccccc12 | ? | ? | -11%
27 | CC(CC(=O)Nc1ccc(Br)cc1F)S(=O)(=O)c1ccc2c(c1)NC(=O)CO2 (centres undefined) | ? | ? | -15%&-4%
28 | Cc1cccc2c(C(=O)O)cc(-c3cccnc3)nc12 | ? | ? | -1%
29 | O=C1C2C(C(=O)N1c1ccc3c(c1)OCO3)C1C=CC2C12CC2 (centres undefined) | -7% | -3% | -2%
30 | O=C(O)Cn1c(=O)c2c3c(sc2n(Cc2ccc(F)cc2)c1=O)CCCC3 | -5% | 9% | 5%
31 | CCOC(=O)N1CCC(N2CCCC(C(=O)c3cccc(OC(C)C)c3)C2)CC1 (centres undefined) | ? | ? | 1%
32 | CC1=NN(C(=O)COc2ccccc2C)C(O)(c2ccc(Cl)cc2)C1 (centres undefined) | -7% | -9% | 17%
33 | CS(=O)(=O)N(CC(=O)N1CCc2ccccc2C1)c1ccc2c(c1)OCO2 | 4% | -22% | -6%
34 | CN(Cc1ccccc1)S(=O)(=O)c1ccc(Cl)c(C(=O)N2CCC(C(N)=O)CC2)c1 | 10µM* | 23µM* | 0%
35 | CNc1nc(N)c([N+](=O)[O-])c(N2CCCCCC2)n1 | 16% | 0% | -5%
36 | CC(C)CCNS(=O)(=O)c1cc2c3c(c1)CCN3C(=O)CC2 | 12% | 22% | -2%

(continued)
No. | smiles | DT40 TDP1 no CPT | TDP1 cell CPT | KAT2A inh
37 | Oc1ccc(/C=N/Nc2ccc3ccccc3c2)c(O)c1 | -12% | -6% | -9%
38 | CN(C)S(=O)(=O)c1cccc(-c2cn3cccnc3n2)c1 | -10% | 14% | -17%
39 | O=C(CN1CCCC1c1cccs1)N1CCN(S(=O)(=O)c2ccccc2)CC1 (centres undefined) | -23% | 7% | -9%
40 | O=C(CNC(=O)c1cccnc1)N/N=C/c1cc(Br)c(O)c(Br)c1 | -15% | -5% | -5%
41 | Cn1c(CCNC(=O)c2cccs2)n[nH]c1=S | -5% | 1% | 2%
42 | CCOC(=O)n1c(=O)oc2cc(S(=O)(=O)N3CCOCC3)ccc21 | -9% | -23% | -8%
43 | CCn1c(CNC(=O)C2CCCCC2)cc2ccccc21 | 6% | 6% | -3%
44 | O=C1CC2(CCOCC2)Oc2ccc3ccccc3c21 | -15% | -14% | nt
45 | CC(CNC(=O)c1cccs1)c1ccc([N+](=O)[O-])cc1 (centres undefined) | -15% | -24% | -3%
46 | COCCNC(=O)c1cc2c(s1)-c1ccc(Cl)cc1SC2 | ? | -17% | -18%
47 | CCOc1cc(C(=O)Oc2cc(C)[nH]c(=O)c2[N+](=O)[O-])cc(OCC)c1OCC | -5% | -9% | -9%
48 | Cc1cc(C)nc(N/N=C/c2ccccc2OCC(=O)O)n1 | 23% | -2% | -13%

Remaining list, next part
No. | smiles | DT40 TDP1 no CPT | TDP1 cell CPT | KAT2A inh
49 | CC1(C)C(=O)C=C[C@@]2(C)C1C=C[C@@]1(C)C2CC[C@@]2(C)C(c3ccoc3)OC(=O)C3OC312 (some centres undefined) | 12µM* | 16µM* | -18%
50 | CCOc1ccc(CN(C)Cc2cc(=O)oc3c(C)c(C)ccc23)cc1OC | 8.2µM* | 10µM* | nt
51 | CCOC(=O)C(Cc1ccccc1)NC(=O)CCc1c(C)nc2c(c(C)nn2-c2ccc(C)c(C)c2)c1C (centres undefined) | -25% | -30% | -1%
52 | Cn1nnc2c(sc3nc(N4CCOCC4)c4c(c32)CCCC4)c1=O | ? | ? | -1%
53 | COc1ccc(NS(=O)(=O)c2cccc(NC(=O)CNC(C)=O)c2)cc1 | -11% | -7% | -6%
54 | CC(=O)c1ccc(NC(=O)C2CCN(S(=O)(=O)c3c(C)noc3/C=C/c3ccc(C)cc3)CC2)cc1 | -14% | -24% | -6%
55 | O=C(CCl)NC1(C(F)(F)F)C(=O)Nc2c1c(=O)[nH]c(=O)n2-c1ccccc1 (centres undefined) | -10% | -3% | -3%
56 | CC1CCCCC1NC(=O)CN1C(=O)NC(C)(c2cccc(Br)c2)C1=O (centres undefined) | ? | -16% | 3%
57 | O=C(Cc1ccc(Cl)cc1)NC1CCS(=O)(=O)C1 (centres undefined) | 13% | -3% | ?
58 | CCC(C)N(C(=O)CSc1nnc(C)n1C)C1CCS(=O)(=O)C1 (centres undefined) | -4% | 14% | 2%
59 | COc1ccc(OCc2nnc(SCC(=O)N3CCCCC3)o2)cc1 | -18% | -3% | 2%
60 | CCC(C)[C@H](NC(=O)C1CC(=O)N(c2ccc3c(c2)OCCO3)C1)C(=O)NC1CCCC1 (some centres undefined) | 2% | -5% | -1%

Going on with the list.
No. | smiles | DT40 TDP1 no CPT | TDP1 cell CPT | KAT2A inh
61 | Cc1cc(C)cc(-n2ncc3c2CCCC3NC(=O)CCCn2cncn2)c1 (centres undefined) | -1% | 6% | nt
62 | CCCCCCCCN1C(=O)[C@H](CC(=O)NCc2ccccc2)C[C@@]2(C(=O)OC)CCCCC=C12 | 15µM* | 16µM* | nt
63 | COc1ccc(CNC(=O)c2cccc3c2C(=O)N(CC2CCCO2)C3)cc1 (centres undefined) | ? | -16% | -2%
64 | COc1ccc2cc3cc(C(=O)NCc4ccc(C)cc4)oc3nc2c1 | -16% | -4% | 3%
65 | CCOC(=O)/C(C#N)=C/c1cn(CCOc2ccc(OC)cc2)c2ccccc12 | ? | 15µM* | -2%
66 | COC(=O)C[C@H]1C=C[C@H](NC(=O)c2cccc(F)c2)[C@@H](CO)O1 | 20% | 4% | nt
67 | COC(=O)c1ccsc1NC(=O)c1ccc2c(c1)OCCO2 | ? | -16% | -17%
68 | COC(=O)c1[nH]c2ccc(C)cc2c1NS(=O)(=O)c1ccc(F)c(C)c1 | ? | ? | ?
69 | COC(=O)[C@]12CCCCC=C1N(Cc1cccc3ccccc13)C(=O)[C@H](CC(=O)N1CCN(C(=O)C3CC3)CC1)C2 | 21µM* | ? | nt
70 | CC(=O)Nc1nc(-c2ccc(Br)s2)cs1 | -19% | -16% | -4%
71 | O=C(NC1CCCN(CCc2ccccc2)C1)C1CCCC1 (centres undefined) | 10% | 30% | -12%
72 | Cc1nc(N2CCN(C)CC2)c2nnn(Cc3ccccc3)c2n1 | ? | -18% | nt

(further entries)
No. | smiles | DT40 TDP1 no CPT | TDP1 cell CPT | KAT2A inh
73 | Cc1oc(-c2ccc(-c3ccccc3)cc2)nc1CN(CCO)C(C)C | ? | 15% | -3%
74 | CCc1ccc(CN(C)C(=O)c2cc(COc3cccc4cnccc34)on2)cc1 | 6.5µM* | 9.2µM* | -11%
75 | O=C(Nc1ccc(NC(=O)c2ccccc2Br)cc1)c1ccccc1 | 0% | -13% | 1%
76 | CCOC(=O)N1CCC(NC(=O)C2CCCN(C(=O)N3CCOc4ccccc43)C2)CC1 (centres undefined) | -16% | 8% | -1%
77 | CCCS(=O)(=O)N1CCC(C(=O)NCCN(C)Cc2ccccc2)CC1 | 3% | 14% | -6%
78 | CC(C)Oc1ccc(CN2CCC2(C)C(=O)Nc2cccc3cccnc23)cc1 (centres undefined) | ? | 18µM* | nt
79 | CSc1ccccc1NC(=O)CN(C)C(=O)CNc1ccc(C(F)(F)F)cc1[N+](=O)[O-] | ? | -19% | 3%
80 | CCOc1ccc2c(c1)sc(=NC(=O)C1CC1)n2C | -19% | -27% | nt
81 | COc1ccc(OC)c(/C=C2\SC(=S)N(NS(=O)(=O)c3ccc(C)cc3)C2=O)c1 | -24% | 1% | ?
82 | Cc1cc(NC(=O)CSc2nnnn2C2CCCC2)no1 | -1% | -8% | -7%
83 | CCN(C[C@H]1N[C@@](C)(C(=O)OC)[C@H]2C(=O)N(C)C(=O)[C@@H]12)C(=O)Nc1ccccc1 | -5% | -12% | 0%
84 | CCC(NS(=O)(=O)c1c(C)[nH]c(=O)[nH]c1=O)C12CC3CC(CC(C3)C1)C2 (centres undefined) | -30% | -20% | -23%
85 | Cc1ccc(NS(=O)(=O)c2ccc(Br)s2)nc1 | -9% | 3% | -18%
86 | COc1cccc(NC(=O)C(c2ccccc2)N2CCCCC2)c1 (centres undefined) | ? | -28% | -7%
87 | COCc1nc2oc3ccc(C)cc3c(=O)c2cc1C(=O)OC | -8% | -9% | 17%

By substructure: the entries above with a thiophene ring, fused or not.
No. | smiles | DT40 TDP1 no CPT | TDP1 cell CPT | KAT2A inh
9 | O=C(C[N+]1(CCO)CCOCC1)c1cccs1 | 1% | 2% | nt
30 | O=C(O)Cn1c(=O)c2c3c(sc2n(Cc2ccc(F)cc2)c1=O)CCCC3 | -5% | 9% | 5%
39 | O=C(CN1CCCC1c1cccs1)N1CCN(S(=O)(=O)c2ccccc2)CC1 (centres undefined) | -23% | 7% | -9%
41 | Cn1c(CCNC(=O)c2cccs2)n[nH]c1=S | -5% | 1% | 2%
45 | CC(CNC(=O)c1cccs1)c1ccc([N+](=O)[O-])cc1 (centres undefined) | -15% | -24% | -3%
46 | COCCNC(=O)c1cc2c(s1)-c1ccc(Cl)cc1SC2 | ? | -17% | -18%
52 | Cn1nnc2c(sc3nc(N4CCOCC4)c4c(c32)CCCC4)c1=O | ? | ? | -1%
67 | COC(=O)c1ccsc1NC(=O)c1ccc2c(c1)OCCO2 | ? | -16% | -17%
70 | CC(=O)Nc1nc(-c2ccc(Br)s2)cs1 | -19% | -16% | -4%
85 | Cc1ccc(NS(=O)(=O)c2ccc(Br)s2)nc1 | -9% | 3% | -18%
